# Screens: PubChem, National Center for Advancing Translational Sciences (NCATS)
# RORgamma inh: blocks mouse ROR gamma transcriptional activity; P51450; AID 2551; Drosophila S2 Gal4-RORgamma UAS-luciferase reporter, 20 h; hit rate 5.4% among 310,000; Potency, µM (series often up to 53.6 µM), for inactives: at the highest dose activity change, negative = inhibition, actives largely listed as inhibitors; also: potency is read from the fitted curve at half-maximal effect; % is scaled to controls: 0 for no effect and ±100 for the full control effect; nearly all actives have a fitted effect of over 60% in size
#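 Drosophila S2 cells stably expressing Gal4-DBD/mouse RORγ fusion under metallothionein promoter plus UAS-luciferase; compound 1 h, then 700 uM CuSO4 induction for 20 h at ambient temperature; inhibition read as reduced luminescence.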
# Giardia killer: kills Giardia lamblia; Giardia lamblia trophozoite viability; activity change, % at 7.66 µM, hits read low; AID 540267; hit rate 0.15% among 340,000; in the data active = activity change below about -80%; inconclusive = between about -30% and that limit;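 also: parasites exposed to compound for two days anaerobically before the ATP read; % is scaled to controls: 0 for no effect and ±100 for the full control effect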
#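 Trophozoite viability was measured as ATP-dependent luminescence, read 15-30 min after reagent addition. Before that, parasites at 100 cells/well were exposed to compounds for 48 h, anaerobically, at 37 deg C.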
# BRCA1 expr up: increases BRCA1 expression | MCF7-BRCA1-FFLuc reporter, luminescence, 48 h; response scale: scaled: vehicle 0%, 10 µM genistein 100% | Potency, µM (top dose mostly 46.1 µM), inactives show top-dose activation, actives largely listed as activators | hit rate 1.1% among 380,000 | AID 624202; also: potency is read from the fitted curve at half-maximal effect; nearly all actives have a fitted effect of over 80% in size; some results filed as inactive show a strong effect at the top dose
#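 First, MCF7-BRCA1-FFLuc cells (2000/well) attach for 2 h; next, compounds are pin-added and incubated 48 h at 37 °C; finally, luciferase reagent is added and luminescence read after 15 min.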
# Gal4-VP16 FLuc: Gal4-VP16 reporter inhibition counter-screen | hit rate 3.5% among 310,000 | Drosophila S2 Gal4-VP16 UAS-luciferase, luminescence, 20 h | Potency, µM (highest dose often 53.6 µM), inactives show top-dose activity, negative = inhibition, most hits filed as inhibitors;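 also: Gal4-VP16 expression switched on by copper sulfate through the metallothionein promoter; potency is read from the fitted curve at half-maximal effect; % is scaled to controls: 0 for no effect and ±100 for the full control effect; nearly all actives have a fitted effect of over 50% in size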
# FLuc modulator: firefly luciferase modulation, counter-screen for miR-21 project; hit rate 6.9% among 360,000; P08659; purified FLuc, Km substrates, luminescence inhibition; Potency, µM (top dose mostly 57.5 µM), without a hit: at the highest dose activity change, negative = inhibition, hits mostly inhibitors;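 also: potency is read from the fitted curve at half-maximal effect; plate controls were vehicle for no effect and reference inhibitor for full effect; nearly all actives have a fitted effect of over 55% in size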
#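 Purified P. pyralis luciferase, 10 nM final, with Km-level 10 uM D-luciferin and 10 uM ATP in 50 mM Tris acetate pH 7.5, 10 mM Mg acetate, 0.01% Tween-20, 0.05% BSA; 6-point qHTS titration about 60 µM downward; luminescence read.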
# NPC1 promoter act: activates the NPC1 promoter | Potency, µM (series often up to 9.22 µM), without a hit: top-dose activation, most hits filed as activators | AID 485313 | hit rate 2.4% among 320,000 | Huh7 NPC1 promoter luciferase reporter, 24 h;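 also: potency is read from the fitted curve at half-maximal effect; % of control where 0% means no effect; nearly all actives have a fitted effect of over 60% in size; reporter is driven by a mutant NPC1 promoter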
#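 Huh7 reporter cells (NPC1 promoter driving luciferase) are dosed with compound for 24 h at 37 °C, 5% CO2; luciferase detection reagent is then added and luminescence measured after 10 min at ambient temperature.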
# PKM2 act: increases activity of human pyruvate kinase M2; P14618; purified PKM2, Kinase-Glo ATP luminescence, activation; response scale: 0% is enzyme alone, no compound; Potency, µM (series often up to 57.5 µM), for inactives: top-dose activation, hits mostly activators; hit rate 0.34% among 260,000; AID 1631; also: potency is read from the fitted curve at half-maximal effect; % is scaled to controls: 0 for no effect and ±100 for the full control effect; nearly all actives have a fitted effect of over 55% in size
# Target sequence (P14618 whole entry, looked up): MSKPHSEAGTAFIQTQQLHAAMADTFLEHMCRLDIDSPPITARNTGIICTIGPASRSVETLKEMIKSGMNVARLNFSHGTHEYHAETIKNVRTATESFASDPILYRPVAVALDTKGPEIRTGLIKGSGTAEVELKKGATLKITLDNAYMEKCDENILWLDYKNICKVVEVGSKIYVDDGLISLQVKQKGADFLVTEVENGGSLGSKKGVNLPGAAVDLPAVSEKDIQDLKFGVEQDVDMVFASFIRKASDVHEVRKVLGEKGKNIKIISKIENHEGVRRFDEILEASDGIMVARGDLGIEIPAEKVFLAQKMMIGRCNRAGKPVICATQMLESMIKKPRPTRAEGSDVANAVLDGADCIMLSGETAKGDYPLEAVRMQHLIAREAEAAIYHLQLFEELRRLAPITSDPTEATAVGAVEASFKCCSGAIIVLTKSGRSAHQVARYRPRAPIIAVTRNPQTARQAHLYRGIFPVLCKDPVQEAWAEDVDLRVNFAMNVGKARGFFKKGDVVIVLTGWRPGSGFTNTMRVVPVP
#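 hPK-M2, >95% pure; 0.1 mM ADP / 0.5 mM PEP final; imidazole pH7.2 buffer w/ 7 mM MgCl2, 50 mM KCl; 1 h RT; Kinase-Glo lum. Intermediate enzyme activity for dual inhibitor/activator qHTS.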
# Menin-MLL TR inh: displaces Texas Red mutant MLL peptide from human menin. hit rate 0.23% among 270,000. Potency, µM (highest dose often 61.6 µM), for the others: at the top dose FP activity change, negative = inhibition, most hits filed as inhibitors. O00255. Menin + Texas Red MLL mutant peptide, fluorescence polarization; active = well fitted inhibition curve with a large enough effect in the polarisation, with a control signal flat, not every such curve was filed as active; inconclusive = small, poorly fitted or top-dose-only effect, or effect the other way, or a change in a side signal; inactive = no such curve, though single readings can be large or run the other way; the % refers to the polarisation; also: potency is read from the fitted curve at half-maximal effect; % of control where 0% means no effect; many of its hits are not listed in these tables
# Rab9 prom act: activates the Rab9 promoter; Huh7 Rab9 promoter-luciferase reporter, luminescence, 24 h; Potency, µM (doses to about 9.22 µM), inactives show at the top dose activation, negative = inhibition, usual class: activators; hit rate 2.8% among 320,000; AID 485297; also: potency is read from the fitted curve at half-maximal effect; % of control where 0% means no effect; nearly all actives have a fitted effect of over 60% in size
#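 Huh7 cells stably carrying Rab9 promoter–luciferase reporter, plated 1500 cells/well, compound added after 2 h and incubated 24 h at 37 °C; luciferase luminescence then read after 10 min with detection reagent.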
# p53 reactivator: re-activators of mutant p53. H1299 p53-A138V BP100-luciferase reporter, luminescence, 24 h. Potency, µM (titrated, usually from 92.2 µM), for inactives: at the top dose activity change, positive = activation, hits mostly activators. hit rate 0.063% among 320,000. AID 504706; also: potency is read from the fitted curve at half-maximal effect; % of control where 0% means no effect; nearly all actives have a fitted effect of over 45% in size
#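 p53-null H1299 cells stably carrying temperature-sensitive p53-A138V and a BP100-luciferase reporter were pinned with compounds (4-point, 1:5 series) and held 24 hrs at 37 deg C. Luminescence was read 10 min after detection reagent.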
# ELG1 genotoxic: genotoxicity induction in ELG1-luciferase HEK293T cells. HEK293T ELG1-luciferase reporter, luminescence, 16 h. Potency, µM (titrated, usually from 46 µM), without a hit: top-dose activity change, positive = activation, actives largely listed as activators. hit rate 1.3% among 330,000. AID 504466; also: potency is read from the fitted curve at half-maximal effect; % of control where 0% means no effect; nearly all actives have a fitted effect of over 60% in size
#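 Reporter readout depends on ELG1 protein level, which increases with genetic stress. After 16 hr compound exposure at 37 °C, luciferase activity was quantified using ONE-Glo.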
# Starred values were filed as active, the others as inactive; u = inconclusive; x = not tested or not shown; & = joins results of further samples; [ ] = another dose, or the depositor's remark. Unless noted, calls follow the shape of the dose curve; as a rule, active = well fitted curve in the direction sought with a large enough effect; inconclusive = small, poorly fitted or top-dose-only effect, or another doubt; inactive = no such curve, though single readings can be large; an effect the other way counts as inactive or inconclusive. Only part of the results is shown; rates above refer to the full screens.
Molecule	RORgamma inh	Giardia killer	BRCA1 expr up	Gal4-VP16 FLuc	FLuc modulator	NPC1 promoter act	PKM2 act	Menin-MLL TR inh	Rab9 prom act	p53 reactivator	ELG1 genotoxic
O=C(c1ccccc1OCc1ccccc1Br)N1CCN(c2ncccn2)CC1	24%	10	-39%	-1%	-2%	2%	3%	-1%	12%	2%	-3%
Cc1cccc(N(CC(=O)NC2CCCCC2)C(=O)c2c(C)noc2C)c1	-7%	-2	4%	2%	-1%	-2%	-4%	1%	0%	-2%	-1%
Cc1ccc(S(=O)(=O)NC(=O)NCCCCNC(=O)NS(=O)(=O)c2ccc(C)cc2)cc1	-14%	13	-6%	-6%	4%	-2%	-4%	1%	3%	3%	1%
Oc1ccc(/C=N/Nc2ccc(Cl)nn2)cc1O	-31%	0	51%	-6%	u	-1%	x	u	0%	15%	u
CCOc1cc(NC(=O)c2ccccc2C)c(OCC)cc1NC(=O)C1=Cc2ccccc2OC1	8%	1	6%	3%[0.365 µM]	1%	-3%	6%	5%	-11%	-2%	7%
COC(=O)C1C2C=CC3(CN(c4cccc(Cl)c4)C(=O)C13)O2 (configuration not stated)	23%	20	1%	-5%	3%	0%	1%	4%[11.7 µM]	-3%	-1%	1%
CC1CCC(NC(=O)Cn2cc3c(n2)CCCC3)CC1 (configuration not stated)	19%	3	91%	15%	u	u	0%	1%	u	u	7.3µM*
CC(NCCc1ccc(S(N)(=O)=O)cc1)C(=O)NCCc1ccc(F)cc1 (configuration not stated)	9%	-2	-6%	-9%	-8%	-3%	x	u	3%	-3%	-2%
Cc1ccccc1CSCC(=O)NCCSc1ccccn1	15%	-9	55%	2%	-13%	-1%	-5%	-14%	1%	2%	-1%
O=C(COC(=O)c1cncc(Br)c1)NCc1ccco1	u	1	13%	1%	-2%	-5%	u	22%	0%	15%	-1%
CCOC(=O)c1c(-c2ccc(F)cc2)csc1NC(=O)c1c(-c2ccccc2)noc1C	u	-16	-24%	u	2%	-2%	0%	6%	-7%	-4%	-5%
CCOc1cc(/C=C2\CCCc3c2nc2ccccc2c3C(=O)O)ccc1OC	-14%	-4	5%	17%	u	-3%	6%	u	-3%	-4%	1%
CC1=C(CCN2CCN(C3CCCC3)C(CCO)C2)C(C)(C)CCC1 (configuration not stated)	-17%	16	0%	7%	-1%	-3%	0%	u	-11%	-3%	-8%
CC1(C)CN(C(Cc2ccccc2)C(N)=O)C1=O (configuration not stated)	-41%	12	1%	-10%	-3%	-1%	x	9%	0%	0%	0%
CC1CCN(CCCNC(=O)c2ccc(Cn3c(=S)[nH]c4ccc(Br)cc4c3=O)cc2)CC1	-21%	x	x	-6%	-2%	-5%	0%	-12%	-1%	0%	3%
CC(C)(C)c1nnc2sc(SCC(=O)N3CCc4ccccc43)nn2c1=O	27%	-2	1%	-14%	-1%	-1%	1%	-7%	12%	0%	-2%
O=C(Cn1c(=O)c2cccn2c2ccccc21)NCCc1ccc(Cl)cc1	0%	-12	0%	2%	3%	-2%	x	x	-4%	10%	u
CC(OC(=O)c1cccc(S(=O)(=O)N2CCCCCC2)c1)C(=O)Nc1ccc(S(N)(=O)=O)cc1 (configuration not stated)	x	-10	-1%	x	3%	-3%	x	x	-1%	0%	0%
COCCN(Cc1cc2cc3c(cc2nc1Cl)OCO3)C(=O)Nc1ccc(OC)cc1	27%[10 µM]	-1	2%	-87%	2%	-7%	-2%	-3%	-14%	3%	3%
CN(C)S(=O)(=O)c1cccc(NC(=O)c2ccc(N3CCOCC3)c([N+](=O)[O-])c2)c1	u	-9	-27%	2%	u	-5%	-16%	22%	-8%	-9%	-9%
O=C1CC(=O)N(c2cccc(F)c2)N1	8%	14	-28%	-13%	-10%	-5%	x	22%	14%	0%	0%
COc1cc(C(CCN2CCCC2)c2c(OC)cc(OC)c3ccc(=O)oc23)cc(OC)c1OC (configuration not stated)	-20%&-1%	-7&-14	7%	2%&-1%	1%	-1%	10%	0%	21%	2%	5%
CN1CCN(C(=O)C2=C[C@@H](c3csc4ccccc34)C[C@@H](OCc3ccc(CO)cc3)O2)CC1	u	8	-9%	u	8%	2%	3%	-15%	1%	-7%	-5%
Cc1cc(OCC(=O)NCC(C)C)cc(C)c1Br	-1%	-17	-13%	18%	-1%	3%	-2%	0%	5%	-1%	-1%
Cc1cccc(N2CCN(c3nc4ccc(Cl)cc4n4cnnc34)CC2)c1C	-1%	5	-4%	u	3%	-7%	1%	0%	-12%	-1%	5%
COc1ccc(/C=N/n2cnnc2)cc1Oc1nc(Cl)ncc1F	-1%	-1	0%	-7%	2%	-1%	-4%	0%	0%	-1%	-3%
CC(=O)OCCN(CCCn1c(-c2ccncc2)nc2ccccc21)c1nc(CN2CCCCC2)cs1	5%	-3	8%	-9%	5%	-3%	-1%	3%	0%	x	3%
Nc1cc(=O)nc(SCC(=O)NC2CCCCC2)n1-c1ccccc1	-6%	8	3%	3%	0%	2%	0%	-2%	-6%	-1%	2%
O=C1C=C(c2ccc(F)cc2OCc2ccccc2)C[C@@H](c2ccc(F)cc2)C1	x	-6	0%	x	-25%	-10%	x	x	-3%	5%	1%
COc1ccc(NS(=O)(=O)c2ccc(Br)s2)cc1OC	u	-8	-46%	u	1%	-4%	2%	-7%	-2%	-5%	-11%
Cc1cc(C)c(S(=O)(=O)N2CCN(c3ccc([N+](=O)[O-])c(NCC4CCCO4)c3)CC2)c(C)c1 (configuration not stated)	2%	11	-27%	-5%	2%	-4%	4%	-1%	4%	9%	-3%
O=[N+]([O-])c1ccc(N2CCN(Cc3cccc([N+](=O)[O-])c3)CC2)cc1	u	11	-29%	-30%	-1%	-5%	1%	10%	-6%	x	-1%
O=C(c1ccc(N2C(=O)C3CC=C(Cl)CC3C2=O)cc1)N1CCOCC1 (configuration not stated)	-4%	2	30%	5%	0%	-2%	0%	-9%	-5%	-2%	1%
COc1ccc2cc(-c3cc(C(=O)O)c4ccccc4n3)ccc2c1	4%	-105*	-95%[inhibitor]	-2%	0.067µM*	0.11µM*	11%	x	u	-9%	u
c1ccc(CSc2ccc(-c3cccs3)nn2)nc1	-3%	5	7.9µM*	u	24µM*	3.5µM*	-3%	-1%	2.2µM*	24%	17%
CCC/C=N/Nc1nnc(Cc2ccc(OC)c(OC)c2)c(=O)[nH]1	6%	-5	-22%	-3%	-2%	0%	x	6%	1%	-2%	-2%
C/C(=N/Nc1ccc(C)cc1)C1(C)N(O)C(C)(C)C(c2ccco2)=[N+]1[O-] (configuration not stated)	9%	36[activator]	-8%	-9%[10 µM]	-12%	-3%	6%	-5%	-2%	6%	17%
Cc1ccc(S(=O)(=O)Nc2ccccc2C(N)=O)cc1	17%	-10	4%	14%	0%	x	0%	17%	x	x	x
COc1ccc(C2CC(C(F)(F)F)n3nc(C(=O)NCCCn4ccnc4)cc3N2)cc1OC (configuration not stated)	-9%	48[activator]	-7%	-6%	0%	-4%	-11%	1%	-7%	-7%	0%
